Source: PubChem (several laboratories)
APP transl inh: APP translation inhibition; SH-SY5Y APP 5'UTR-luciferase reporter, luminescence; inhibition, % at 2 µM; 190,000 compounds, 0.82% hits;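 active = inhibition above a set limit, derived from the sample mean plus 3 SD, cut at about 45% in these data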; note: values of inactives mirror those of a sister screen read the other way
Diaphorase inh: counter-screen for diaphorase-based assays: diaphorase inhibitors and chemical oxidizers; inhibition, % at 20 µM; diaphorase resazurin-to-resorufin fluorescence, NADH, 16 min; bacterial (C. kluyveri) enzyme, not human; 190,000 compounds, 0.69% hits;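 active = primary screen inhibition at 20 µM above a set limit, cut at about 50% in these data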;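 note: plate controls were DMSO with full reaction for no effect and wells lacking NADH for full effect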
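Test system: bacterial diaphorase enzyme (C. kluyveri); Quantity: 0.14 U/mL diaphorase, enzyme working solution; Times: reaction incubation of 16 min at room temperature; Measured by: fluorescence of resorufin formed from resazurin, Ex 544/Em 590 nm; Benchmarks: positive control minus NADH, DMSO neutral control.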
FLuc inh counter: Photinus pyralis luciferase inhibition counter-screen. P08659. ATPLite firefly luciferase biochemical luminescence, 10 min. inhibition, % at 10 µM. 200,000 compounds, 1.5% hits;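 active = inhibition above about 50% when tested at 10 µM, limit read from the data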
Target sequence (P08659 whole entry, looked up): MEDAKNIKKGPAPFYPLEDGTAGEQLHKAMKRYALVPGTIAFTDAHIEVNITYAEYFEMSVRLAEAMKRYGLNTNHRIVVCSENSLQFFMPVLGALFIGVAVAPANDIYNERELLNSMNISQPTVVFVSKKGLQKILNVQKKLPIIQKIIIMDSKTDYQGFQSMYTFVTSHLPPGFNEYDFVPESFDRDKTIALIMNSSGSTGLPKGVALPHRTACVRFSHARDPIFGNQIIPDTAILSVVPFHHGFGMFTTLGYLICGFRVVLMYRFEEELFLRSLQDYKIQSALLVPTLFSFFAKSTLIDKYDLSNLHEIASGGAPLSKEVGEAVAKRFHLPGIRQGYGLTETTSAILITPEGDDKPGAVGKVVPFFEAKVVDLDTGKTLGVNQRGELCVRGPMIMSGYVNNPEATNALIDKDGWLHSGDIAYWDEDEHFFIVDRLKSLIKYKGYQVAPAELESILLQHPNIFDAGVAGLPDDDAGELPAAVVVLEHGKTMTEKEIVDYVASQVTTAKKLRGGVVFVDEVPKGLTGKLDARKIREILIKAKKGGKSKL
Diaph act CS: activates diaphorase or chemically reduces, flagging diaphorase assay artifacts; Diaphorase/resazurin coupled assay, resorufin fluorescence, 16 min; hits give high values; 1 = vehicle wells, 0 = NADH-free wells; activation factor at 20 µM; 190,000 compounds, 0.005% hits;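 active = diaphorase activity raised at least twofold by the compound at 20 µM; inactive = activation factor below 2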
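test system = bacterial diaphorase enzyme (C. kluyveri) | quantity = enzyme 0.07 U/mL final | reagent = NADH substrate 0.114 mM plus resazurin dye 0.1 mM, final | incubation = 16 min enzyme reaction, ambient temperature | buffer or medium = HEPES pH 7.4 buffer with MgCl2 and Tween 20 | signal = fluorescence of resorufin, 544 nm excitation, 590 nm emission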
STAT1 activator: activators of IFN-gamma induced STAT1 signaling; NIH 3T3 STAT1-luciferase reporter, luminescence; 100% = IFN-gamma alone, no compound; activation (% of control), % at 5.5 µM; 200,000 compounds, 2.6% hits; AID 932;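 active = activation above the screen-wide mean activation plus 3 SD, cut at about 130% in these data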;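 note: raw ratio to IFN-gamma control signal so 100% means no change and 0% no light; values of inactives mirror those of a sister screen read the other way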
NF-kB neuron act: NF-kB expression increase, human neuronal cells; NF-kB reporter expression; hits give high values; fold change at 12.5 µM; 190,000 compounds, 1.6% hits; AID 1239; in the data active = fold change above about 3.3
FLuc act counter: affects firefly luciferase, flagging false hits in luciferase stimulation screens; P08659; ATPlite luciferase biochemical, luminescence, 10 min; 0 = ATP-free wells, 1 = DMSO control; activation factor at 10 µM; 200,000 tested, under 10 active; AID 1027;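 active = luciferase activation factor, scaled between plate controls, of at least 2 with compound at 10 µM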
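Assay system – cell-free luciferase reagent · Medium – PBS-based ATP solution · Dosing – test compounds dosed from 2 mM stocks in 100% DMSO · Timing – 10 min, room temperature · Technique – light output (luminescence) · Measure – luminescence gain marking luciferase activators · Controls – No-ATP low control, compound-free enzyme-plus-ATP high control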
APP 5'UTR act: APP 5'UTR luciferase reporter activation; AID 1276; SH-SY5Y APP 5'UTR luciferase reporter, luminescence; zero percent = DMSO vehicle wells; activation, % at 2 µM; 190,000 compounds, 1% hits;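 active = activation above a set limit, based on mean plus 3 SD of controls, cut at about 140% in these data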; note: values of inactives mirror those of a sister screen read the other way
G6PDH counter: L. mesenteroides G6PDH inhibition counter-screen; Purified L. mesenteroides G6PDH, diaphorase/resazurin coupled fluorescence, 45 min; inhibition, % at 5 µM; 200,000 compounds, 0.12% hits; AID 1020; in the data active = inhibition above about 50%
TLR4-MyD88 BLA: blocks binding of human TLR4 to MyD88. HeLa CL3-4 TLR4/MyD88 BLA complementation, FRET ratio. inhibition, % at 8.4 µM. O00206+Q99836. 200,000 compounds, 0.18% hits; in the data active = inhibition above about 25%;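 note: 0% = vehicle and 100% = reference inhibitor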
Starred values were filed as active, the others as inactive.

COc1ccc(/C=C/c2c([N+](=O)[O-])c(=O)n(C)c(=O)n2C)cc1O was read as APP transl inh -8, Diaphorase inh 15, FLuc inh counter -3, Diaph act CS 0.8, STAT1 activator 88, NF-kB neuron act 1.2, FLuc act counter 1, APP 5'UTR act 8, G6PDH counter 2 and TLR4-MyD88 BLA -2.
For CCc1cc2c(=O)c(-c3ccc4c(c3)OCCO4)coc2cc1OS(C)(=O)=O the results were APP transl inh -87, Diaphorase inh 18, FLuc inh counter 52*, Diaph act CS 0.8, STAT1 activator 156*, NF-kB neuron act 2.3, FLuc act counter 0.5, APP 5'UTR act 87, G6PDH counter -3 and TLR4-MyD88 BLA -3.
COCC(=O)Nc1ccc(C(=O)Nc2ccccc2Cl)cc1 was read as APP transl inh 1, Diaphorase inh 7, FLuc inh counter 1, Diaph act CS 0.9, STAT1 activator 110, NF-kB neuron act 1.7, FLuc act counter 1, APP 5'UTR act -1, G6PDH counter 2 and TLR4-MyD88 BLA -12.
Screening Cc1c(Cc2ccccc2)c(=O)oc2c(C)c(OCC(=O)Nc3ccc(C#N)cc3)ccc12 returned APP transl inh -2, Diaphorase inh 17, FLuc inh counter -6, Diaph act CS 0.8, STAT1 activator 97, NF-kB neuron act 1.2, FLuc act counter 1.1, APP 5'UTR act 2, G6PDH counter -45 and TLR4-MyD88 BLA 5.
Screening Cc1ccc(NC(=S)N(CCCN2CCCC(C)C2)Cc2ccco2)cc1C (stereo unspecified) returned APP transl inh 12, Diaphorase inh 2, FLuc inh counter -8, Diaph act CS 1, STAT1 activator 102, NF-kB neuron act 1.1, FLuc act counter 1.1, APP 5'UTR act -12, G6PDH counter 2 and TLR4-MyD88 BLA 12.
Cc1cc(Cl)ccc1OCC(=O)N1C(C)CCCC1C (stereo unspecified) was read as APP transl inh -45, Diaphorase inh -9, FLuc inh counter 3, Diaph act CS 1.1, STAT1 activator 95, NF-kB neuron act 1.6, FLuc act counter 1, APP 5'UTR act 45, G6PDH counter 1 and TLR4-MyD88 BLA 14.
For Cc1cc(C)nc(NNC(=O)c2ccccc2O)n1 the results were APP transl inh 21, Diaphorase inh -1, FLuc inh counter -3, Diaph act CS 1, STAT1 activator 95, NF-kB neuron act 1.2, FLuc act counter 1, APP 5'UTR act -21, G6PDH counter 8 and TLR4-MyD88 BLA -5.
O=S(=O)(NCC1CCCO1)c1ccc(-c2ccc(S(=O)(=O)NCC3CCCO3)cc2)cc1 (stereo unspecified) was read as APP transl inh 6, Diaphorase inh -4, FLuc inh counter -8, Diaph act CS 1, STAT1 activator 76, NF-kB neuron act 1.1, FLuc act counter 1.1, APP 5'UTR act -6, G6PDH counter 5 and TLR4-MyD88 BLA -11.
`COc1ccc(C2CC(=O)C(C=NCCN3CCN(C(C)=O)CC3)=C(O)C2)cc1` (stereo unspecified) gave APP transl inh -7, Diaphorase inh 6, FLuc inh counter -5, Diaph act CS 0.9, STAT1 activator 102, NF-kB neuron act 1.3, FLuc act counter 1.1, APP 5'UTR act 7, G6PDH counter 2 and TLR4-MyD88 BLA 12.
Screening Cc1c(NC(=O)c2ccco2)cccc1C(=O)NN1C(=O)c2ccccc2C1=O returned APP transl inh 1, Diaphorase inh -1, FLuc inh counter -4, Diaph act CS 1, STAT1 activator 98, NF-kB neuron act 1.2, FLuc act counter 1, APP 5'UTR act -1, G6PDH counter 8 and TLR4-MyD88 BLA 9.
Screening O=C(N/N=C/c1ccc(OC(F)F)cc1OC(F)F)NC1CCCCC1 returned APP transl inh -33, Diaphorase inh 30, FLuc inh counter -3, Diaph act CS 0.7, STAT1 activator 100, NF-kB neuron act 1.2, FLuc act counter 1, APP 5'UTR act 33, G6PDH counter 3 and TLR4-MyD88 BLA -12.
For O=C1OC(c2ccccc2)c2ccccc21 (stereo unspecified) the results were APP transl inh -4, Diaphorase inh -7, FLuc inh counter -2, Diaph act CS 1.1, STAT1 activator 106, NF-kB neuron act 1, FLuc act counter 1, APP 5'UTR act 4, G6PDH counter 5 and TLR4-MyD88 BLA 2.
`O=C(COc1ccc(Cl)cc1Cl)NCc1ccco1` gave APP transl inh -27, Diaphorase inh 17, FLuc inh counter 8, Diaph act CS 0.8, STAT1 activator 122, NF-kB neuron act 2.4, FLuc act counter 0.9, APP 5'UTR act 27, G6PDH counter 4 and TLR4-MyD88 BLA -4.
`O=c1[nH]c2ccccc2c(=O)n1CCCO` gave APP transl inh 2, Diaphorase inh 4, FLuc inh counter -2, Diaph act CS 1, STAT1 activator 105, NF-kB neuron act 1.4, FLuc act counter 1, APP 5'UTR act -2, G6PDH counter 6 and TLR4-MyD88 BLA 14.
For CCC1(c2ccccc2)NC(=O)N(CC(=O)Nc2cccc(C#N)c2)C1=O (stereo unspecified) the results were APP transl inh -14, Diaphorase inh 12, FLuc inh counter -6, Diaph act CS 0.9, STAT1 activator 94, NF-kB neuron act 0.91, FLuc act counter 1.1, APP 5'UTR act 14, G6PDH counter 9 and TLR4-MyD88 BLA -4.
For CC(C)(C)C(=O)c1sc2nc(-c3cccs3)cc(C(F)(F)F)c2c1N the results were APP transl inh 15, Diaphorase inh -3, FLuc inh counter 6, Diaph act CS 1, STAT1 activator 104, NF-kB neuron act 1.2, FLuc act counter 0.9, APP 5'UTR act -15, G6PDH counter 9 and TLR4-MyD88 BLA 6.
For COc1ccccc1N1CCN(C2=NS(=O)(=O)c3ccccc32)CC1 the results were APP transl inh -27, Diaphorase inh -2, FLuc inh counter -4, Diaph act CS 1, STAT1 activator 102, NF-kB neuron act 1, FLuc act counter 1, APP 5'UTR act 27, G6PDH counter -4 and TLR4-MyD88 BLA 1.
`CC(C)[C@H](NC(=O)c1ccccc1)C(=O)OCC(=O)Nc1ccc2c(c1)OCCO2` gave APP transl inh -12, Diaphorase inh 13, FLuc inh counter -2, Diaph act CS 0.9, STAT1 activator 99, NF-kB neuron act 1.3, FLuc act counter 1, APP 5'UTR act 12, G6PDH counter -9 and TLR4-MyD88 BLA 4.
For COc1cc(Cl)c(C)cc1NC(=O)CSc1ccc(NC(C)=O)cc1 the results were APP transl inh 23, Diaphorase inh 24, FLuc inh counter -8, Diaph act CS 0.8, STAT1 activator 98, NF-kB neuron act 1.2, FLuc act counter 1.1, APP 5'UTR act -23, G6PDH counter -17 and TLR4-MyD88 BLA 10.
`CCOC(=O)C1(CCCc2ccccc2)CCN(C(=O)c2cnn(CC)c2)CC1` gave APP transl inh 15, Diaphorase inh 5, FLuc inh counter -8, Diaph act CS 0.9, STAT1 activator 88, NF-kB neuron act 1.1, FLuc act counter 1.1, APP 5'UTR act -15, G6PDH counter 1 and TLR4-MyD88 BLA -1.

The closing 2 compounds of the section above lead into the next:
For COc1cc(Cl)c(C)cc1NC(=O)CSc1ccc(NC(C)=O)cc1 the results were APP transl inh 23, Diaphorase inh 24, FLuc inh counter -8, Diaph act CS 0.8, STAT1 activator 98, NF-kB neuron act 1.2, FLuc act counter 1.1, APP 5'UTR act -23, G6PDH counter -17 and TLR4-MyD88 BLA 10.
`CCOC(=O)C1(CCCc2ccccc2)CCN(C(=O)c2cnn(CC)c2)CC1` gave APP transl inh 15, Diaphorase inh 5, FLuc inh counter -8, Diaph act CS 0.9, STAT1 activator 88, NF-kB neuron act 1.1, FLuc act counter 1.1, APP 5'UTR act -15, G6PDH counter 1 and TLR4-MyD88 BLA -1.
O=C(OCC(=O)N1CCOCC1)c1ccccc1SCC(=O)N1CCCC1 was read as APP transl inh -5, Diaphorase inh 12, FLuc inh counter -7, Diaph act CS 0.9, STAT1 activator 101, NF-kB neuron act 1.1, FLuc act counter 1.1, APP 5'UTR act 5, G6PDH counter -3 and TLR4-MyD88 BLA -11.
Screening COCCN(C(=S)Nc1ccc(C)cc1)C(C)c1cccnc1 (stereo unspecified) returned APP transl inh -6, Diaphorase inh -8, FLuc inh counter 7, Diaph act CS 1.1, STAT1 activator 91, NF-kB neuron act 1.2, FLuc act counter 0.9, APP 5'UTR act 6, G6PDH counter 4 and TLR4-MyD88 BLA -5.
`O=C(CC1SCCNC1=O)Nc1cccc(C(F)(F)F)c1` (stereo unspecified) gave APP transl inh -1, Diaphorase inh 14, FLuc inh counter -1, Diaph act CS 0.9, STAT1 activator 98, NF-kB neuron act 1.3, FLuc act counter 1, APP 5'UTR act 1, G6PDH counter 7 and TLR4-MyD88 BLA 0.
Screening COc1ccc2c(C)cc(=O)oc2c1C returned APP transl inh 6, Diaphorase inh -22, FLuc inh counter -1, Diaph act CS 1.2, STAT1 activator 101, NF-kB neuron act 1.1, FLuc act counter 1, APP 5'UTR act -6, G6PDH counter 17 and TLR4-MyD88 BLA -4.
For Cc1cc(NN)nc(NS(=O)(=O)c2ccccc2Cl)n1 the results were APP transl inh -5, Diaphorase inh 32, FLuc inh counter -4, Diaph act CS 0.7, STAT1 activator 99, NF-kB neuron act 0.94, FLuc act counter 1, APP 5'UTR act 5, G6PDH counter 7 and TLR4-MyD88 BLA -14.
For CCc1cccc(CC)c1-n1c(SCn2nnc3ccccc3c2=O)nnc1-c1cccnc1 the results were Diaphorase inh 15, FLuc inh counter -2, Diaph act CS 0.8, STAT1 activator 95, NF-kB neuron act 0.7, FLuc act counter 1, G6PDH counter -1 and TLR4-MyD88 BLA -7.
Screening O=C(OCC(=O)C12CC3CC(CC(C3)C1)C2)c1cccnc1Cl returned APP transl inh 12, Diaphorase inh 14, FLuc inh counter 2, Diaph act CS 0.9, STAT1 activator 105, NF-kB neuron act 1.4, FLuc act counter 1, APP 5'UTR act -12, G6PDH counter 8 and TLR4-MyD88 BLA 12.
For COc1ccc(C(=O)/C=C/Nc2cccc(O)c2)cc1 the results were APP transl inh -195, Diaphorase inh 11, FLuc inh counter 95*, Diaph act CS 0.9, STAT1 activator 108, NF-kB neuron act 14*, FLuc act counter 0, APP 5'UTR act 195*, G6PDH counter 2 and TLR4-MyD88 BLA -4.
Screening CCc1cccc(C)c1N(C(=O)Cn1c(CO)nc2ccccc21)C(C)COC (stereo unspecified) returned APP transl inh -3, Diaphorase inh 10, FLuc inh counter -2, Diaph act CS 0.9, STAT1 activator 98, NF-kB neuron act 0.92, FLuc act counter 1, APP 5'UTR act 3, G6PDH counter 0 and TLR4-MyD88 BLA -3.
For Cc1ccc(S(=O)(=O)Nc2ccc3[nH]c(=O)[nH]c3c2)c(C)c1 the results were APP transl inh -23, Diaphorase inh 24, FLuc inh counter -3, Diaph act CS 0.8, STAT1 activator 100, NF-kB neuron act 0.9, FLuc act counter 1, APP 5'UTR act 23, G6PDH counter 9 and TLR4-MyD88 BLA 3.
Screening CCc1ccc(OCC(=O)NNC(=O)c2nn(CC)c(=O)c3ccccc23)cc1 returned APP transl inh -5, Diaphorase inh 4, FLuc inh counter -1, Diaph act CS 1, STAT1 activator 102, NF-kB neuron act 1.4, FLuc act counter 1, APP 5'UTR act 5, G6PDH counter 6 and TLR4-MyD88 BLA -2.
